Screens as filed in PubChem BioAssay.
RBX1-CUL1 inh = inhibitors of human ROC1-CUL1 ubiquitin ligase activity. in vitro K48 di-Ub FRET, acceptor:donor ratio, 45 min. inhibition, % at 10 µM. 140,000 tested, 0.6% active. AID 1347404; in the data active = inhibition above about 25%
Target sequence (P62877 whole entry, looked up): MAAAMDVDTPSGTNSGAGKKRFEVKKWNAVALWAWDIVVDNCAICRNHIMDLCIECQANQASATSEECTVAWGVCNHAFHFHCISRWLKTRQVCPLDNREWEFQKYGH
Target sequence (Q13616 whole entry, looked up): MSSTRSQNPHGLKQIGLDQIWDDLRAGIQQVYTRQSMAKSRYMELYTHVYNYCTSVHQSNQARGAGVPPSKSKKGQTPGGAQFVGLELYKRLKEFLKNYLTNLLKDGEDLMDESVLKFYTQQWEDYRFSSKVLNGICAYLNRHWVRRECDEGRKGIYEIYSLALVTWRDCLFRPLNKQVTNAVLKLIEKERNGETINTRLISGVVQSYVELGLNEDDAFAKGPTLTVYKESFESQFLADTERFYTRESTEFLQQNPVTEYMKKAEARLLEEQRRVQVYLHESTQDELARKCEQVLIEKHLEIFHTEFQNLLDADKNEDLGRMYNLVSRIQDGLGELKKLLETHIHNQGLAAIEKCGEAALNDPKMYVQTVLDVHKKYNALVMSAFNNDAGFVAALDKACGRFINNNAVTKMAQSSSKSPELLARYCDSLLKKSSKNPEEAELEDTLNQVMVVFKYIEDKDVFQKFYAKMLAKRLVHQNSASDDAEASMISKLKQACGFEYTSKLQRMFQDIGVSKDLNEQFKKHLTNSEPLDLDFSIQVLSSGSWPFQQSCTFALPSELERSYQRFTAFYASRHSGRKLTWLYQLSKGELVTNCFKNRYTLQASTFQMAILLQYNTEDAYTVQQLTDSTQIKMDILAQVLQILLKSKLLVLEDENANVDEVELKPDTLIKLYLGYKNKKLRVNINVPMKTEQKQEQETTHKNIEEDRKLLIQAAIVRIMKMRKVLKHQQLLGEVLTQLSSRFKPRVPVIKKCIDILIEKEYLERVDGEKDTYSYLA
* marks the source's active call; other numbers are inactive results. The list is partial; rates above refer to the full screens.

Preview:
SMILES | RBX1-CUL1 inh
COc1ccc(N=Cc2cc(Br)cc(C)c2O)cc1Cl | -1.9
CCCC(=O)NC1CC(=O)N(c2ccc3c(c2)OCCO3)C1 (stereo unspecified) | 2.0
Cc1ccc(NC(=O)c2c(NC(=O)c3ccccc3Cl)sc3c2CCC3)cc1 | 10.3
COc1cccc(N2CCN(Cc3nc(N)nc(Nc4ccccc4C)n3)CC2)c1 | 7.8
Cc1nn(CC(=O)NCc2ccc(N(C)C)cc2)c(=O)c2nn(-c3ccccc3)c(C)c12 | 4.7
O=C(NC(N1CCOCC1)(C(F)(F)F)C(F)(F)F)C(F)(F)F | 6.5

The list itself, from the first entry:
SMILES | RBX1-CUL1 inh
COc1ccc(N=Cc2cc(Br)cc(C)c2O)cc1Cl | -1.9
CCCC(=O)NC1CC(=O)N(c2ccc3c(c2)OCCO3)C1 (stereo unspecified) | 2.0
Cc1ccc(NC(=O)c2c(NC(=O)c3ccccc3Cl)sc3c2CCC3)cc1 | 10.3
COc1cccc(N2CCN(Cc3nc(N)nc(Nc4ccccc4C)n3)CC2)c1 | 7.8
Cc1nn(CC(=O)NCc2ccc(N(C)C)cc2)c(=O)c2nn(-c3ccccc3)c(C)c12 | 4.7
O=C(NC(N1CCOCC1)(C(F)(F)F)C(F)(F)F)C(F)(F)F | 6.5
CCOC(=O)c1ccc(-c2ccc(/C=C(\C#N)C(=O)Nc3ccc(C)cc3OC)o2)cc1 | 9.2
COC(=O)CC1c2cc(OC)c(OC)cc2CCN1C(=O)Nc1ccc(C)cc1Cl (stereo unspecified) | -9.7
O=c1oc(-c2ccccc2Cl)nc2scc(-c3ccc(Cl)cc3)c12 | -7.8
C=CCc1c(C)nc(-c2ccccc2)nc1N/N=C/c1ccncc1 | -3.2
COc1ccccc1NC(=O)n1ncc2c(C)cccc21 | 6.7
CCOc1ccccc1CN1CCCC(CCC(=O)NCc2ccc(OC)cc2OC)C1 (stereo unspecified) | -0.4
Cc1ccc(Cl)cc1NC(=O)c1nnn(Cc2ccccc2)c1N | 4.2
O=C(Sc1ccc(Cl)cc1)c1ccc(Cl)cc1Cl | -2.1
Nc1nc2ccc(N)c(Cl)c2c(=O)[nH]1 | -4.5
O=C(CN1C(=O)S/C(=C\c2cc3c(cc2Br)OCO3)C1=O)c1ccccc1 | -1.1
COCCCn1c(CN2CCN(CC(C)C)C(=O)[C@@H]2C)cnc1S(C)(=O)=O | -1.1
Cc1c(C)c(C)c(S(=O)(=O)Oc2ccc(C3SCCS3)cc2)c(C)c1C | 9.0
Cc1cccc(-c2nc3cc(N=Cc4c(C)cc(O)c(C)c4O)ccc3o2)c1 | 1.2
OCCCN1c2ccccc2Nc2nnc(N3CCCC3)cc21 | 3.2
CCC(COC(=O)COc1ccc(Cl)cc1Cl)N1C(=O)c2ccccc2C1=O (stereo unspecified) | -6.9
c1cc2nonc2cc1CN1CCc2[nH]nc(-c3ccc4c(c3)OCO4)c2C1 | 12.7
COc1cc2c(cc1OC)C(c1ccccc1)N(S(C)(=O)=O)CC2 (stereo unspecified) | -4.2
CCCc1[nH]nc2c1C(c1ccc(Cl)cc1)C(C#N)C(=N)O2 (stereo unspecified) | -3.0
O=C(CN1CCN(c2ccccc2)CC1)N/N=C/c1ccc([N+](=O)[O-])o1 | 5.1
SMILES | RBX1-CUL1 inh
Cc1ccc(OCCCCn2cnc3ccccc32)cc1 | -10.7
Cc1c(NS(C)(=O)=O)cccc1C(=O)Nc1ccccc1C(C)C | 0.5
CC(=O)Nc1ccc(S(=O)(=O)N2CCN(c3ccccc3)CC2)cc1 | -3.0
CCN1CCN(C(c2cccc(Cl)c2)C2C(=O)C=C(C)N(CCOC)C2=O)CC1 (stereo unspecified) | 0.5
OC(c1ccccc1)C(O)(C#Cc1ccccc1)C#Cc1ccccc1 (stereo unspecified) | 7.4
O=C(c1ccco1)N1CCN(c2nc3ccccc3n3nnnc23)CC1 | -0.6
COC(=O)C1=C(SCc2ccccn2)SC(=C2C(=O)CC(c3ccco3)CC2=O)S1 (stereo unspecified) | 23.6
Cc1cc2cccc(NC(=O)Cn3ncc(N4CCNCC4)cc3=O)c2o1 | -1.3
O=C(Nc1cc(Oc2ccccc2)cc([N+](=O)[O-])c1)c1nn2c(C(F)(F)F)cc(-c3ccccc3)nc2c1Cl | 4.7
Cc1ccc(-n2nc(C(=O)Nc3ccc(Cl)cn3)c3c4ccccc4n(C)c3c2=O)cc1 | -9.7
COCCOC(=O)C1C(C)=NC(C)=C(C(=O)OC(C)C)C1c1cccc(NC(=O)C2CCCCC2)c1 (stereo unspecified) | -7.6
C[C@@H]1CN(C(=O)c2nc3sccn3c2CN(C)CCc2cnn(C)c2)C[C@H](C)O1 | -13.4
Cc1cc(C)cc(NC(=O)CSc2oc(-c3cccs3)nc2S(=O)(=O)c2ccc(Br)cc2)c1 | -5.3
CCCNC(=O)CCc1c(C)nc2nc(CNC(=O)c3ccccc3)nn2c1C | -14.3
CCN1CCCC1CNCc1ccco1 (stereo unspecified) | 10.0
COc1ccc(CC(=O)NN=C2CCC(C(C)(C)C)CC2)cc1 (stereo unspecified) | 4.2
CCCCNC(=O)C1CCCN(S(=O)(=O)CC)C1 (stereo unspecified) | 9.4
CCCCCSc1nnc2c(n1)OC(CC)Nc1ccc(Br)cc1-2 (stereo unspecified) | 9.5
COc1ccc(OC)c(NC(=O)Cn2c(=O)n(-c3cccc(C)c3)c(=O)c3c2c2cc(C)ccc2n3C)c1 | -3.2
Cc1cc(C)cc(-n2ccn(CC(=O)NCCc3ccccc3)c(=O)c2=O)c1 | 5.9
COCc1c(C(=O)Nc2ccccc2Cl)nnn1-c1cc(C)cc(C)c1 | 0.7
CCOC(=O)CCn1nc(C)c2c(C)n(-c3ccccc3)nc2c1=O | -3.1
CN1CCCC(CN(CCc2ccccc2)C(=O)C2CCOCC2)C1 (stereo unspecified) | -0.9
O=C(Cn1nc(-c2ccccc2)nc1-c1ccccc1)OC1CCCCC1 | -0.5
Cc1nnc2sc(Cc3ccccc3Cl)nn12 | -5.5
SMILES | RBX1-CUL1 inh
CCCc1cc(C(=O)NCc2cccnc2N2CCCC(O)C2)n(C)n1 (stereo unspecified) | -3.4
O=C(CCc1cc(Cl)no1)N1CCc2[nH]nc(C3CCC3)c2C1 | 0.7
CCOCCN1CCN(C2c3ccccc3CSc3ccccc32)CC1 (stereo unspecified) | -2.4
CCc1ccccc1NC(=O)C1CCN(C(=O)c2ccco2)CC1 | 4.1
CCCCOc1cccc(-c2cc(C(=O)N/N=C/c3ccc(CC)s3)c3ccccc3n2)c1 | -9.3
COC(=O)c1ccc(OC)c(-c2c(OC)cc(OC)cc2OC)c1 | -1.1
COC(=O)C(CCSC)NC(=O)Cn1ncc2c([nH]c3ccccc32)c1=O (stereo unspecified) | 3.4
Cc1ccc(S(=O)(=O)c2nc(-c3ccco3)oc2SCc2ccc(F)cc2)cc1 | 4.7
COc1ccc2c(=O)c(C(=O)O)c(-c3ccc4c(c3)OCO4)n(C)c2c1 | 8.7
CCn1c(CNC(=O)c2ccccc2Cl)nnc1SCC(=O)Nc1cccc(OC)c1 | -2.4
COCCN1CCCC(O)(CN2CCCC2)C1=O (stereo unspecified) | -1.3
CCc1ccccc1NC(=O)c1ccc(C)cc1 | 11.6
CN1CCN(C2(CNC(=O)c3ccc(C(C)(C)C)cc3)CCCCC2)CC1 | 6.8
Cc1c(C(=O)N(C)C(C)c2cccs2)cnn1-c1ncc2c(n1)-c1ccccc1CCC2 (stereo unspecified) | -6.1
CCC(C(=O)NCCc1cc(OC)ccc1OC)n1nc(C)c2sc3ccccc3c2c1=O (stereo unspecified) | -2.4
Cc1cc(Cl)ccc1N(C)C(=O)c1cnn(-c2ccccc2)c1C | -1.6
Cc1ccc(-n2c3nc(=O)[nH]c(=O)c-3cc3c(Cl)cccc32)cc1 | 7.2
O=C(Cn1nnnc1CN1CCCCCC1)NCC1(c2ccccc2)CCOCC1 | 4.5
CCN1C(=O)C2C(=NC1=S)c1ccccc1CC21CCCCC1 (stereo unspecified) | 3.5
COc1ccccc1CNC(=O)c1cc2cc(C)ccc2n1C | 3.6
COCCNc1ccc(-c2nc(-c3ccncc3)no2)cc1[N+](=O)[O-] | -3.2
O=C1c2ccccc2Cc2nc3ccccc3n21 | -7.8
CCOc1ccc(CNS(=O)(=O)c2ccc(-c3coc(C)n3)cc2)cc1OC | -4.5
COC(=O)c1cc2sccc2n1Cc1c(C)cc(C)cc1C | 6.8
Cc1ccc(-c2nnc3ccccc3c2C(=O)Nc2ccc(C)c(F)c2)cc1 | 7.1

Shown with the structure last: 2 of the compounds above
| RBX1-CUL1 inh | SMILES |
| --- | --- |
| 7.1 | Cc1ccc(-c2nnc3ccccc3c2C(=O)Nc2ccc(C)c(F)c2)cc1 |
| 8.7 | COc1ccc2c(=O)c(C(=O)O)c(-c3ccc4c(c3)OCO4)n(C)c2c1 |

(next part)
SMILES | RBX1-CUL1 inh
Cc1ccc(-c2c(C(=O)Nc3ccccc3F)oc(=O)c3ccccc23)cc1 | 8.4
O=C(OCc1cc(=O)n2nc(-c3cccs3)sc2n1)c1ccc(Cl)cc1 | -15.3
Nc1nc(NCc2ccccc2)nc(-c2cc(Cl)ccc2O)n1 | 3.2
Cc1nc(-c2ccc(F)cc2)sc1CCNC(=O)C(=O)Nc1ccc2c(c1)OCO2 | 0.3
COC(=O)c1ccccc1NC(NC(=O)c1cccc(C)c1)C(Cl)(Cl)Cl (stereo unspecified) | -9.7
CCCCc1c(C)c2ccc(OC(CC)C(=O)OCC)c(C(C)=O)c2oc1=O (stereo unspecified) | -0.3
COc1ccccc1NC(=O)c1sc2ncn(Cc3ccccc3Cl)c(=O)c2c1C | -1.1
CCCc1cc2c(cc1NC(=O)c1ccccc1C)OCO2 | -0.7
Cc1cc(C)c(S(=O)(=O)Nc2nnc(C3CCCCC3)s2)c(C)c1 | 14.3
CCOc1ccc2c(c1)[nH]c(=S)n2C | -6.3
Cc1cccc(C)c1NC(=O)CSc1cc(C)c2ccccc2n1 | 3.7
CCc1noc(C)c1C(=O)NC(C)c1cc(C)ccc1C (stereo unspecified) | -2.0
O=C(Cn1c(=O)oc2ccccc21)NCc1nc(NCCCc2ccccc2)c2ccccc2n1 | -4.9
O=C(Nc1nc2n(n1)C(c1ccccc1)CC(c1ccc(Cl)cc1)=N2)c1ccco1 (stereo unspecified) | 0.3
CCCCOc1ccc(C2c3c(n[nH]c3-c3ccccc3)OC(=N)C2C#N)cc1OC (stereo unspecified) | 7.5
COc1ccc(NC(=O)CSc2nnc(COc3ccc4ccccc4c3)n2C)cc1 | 0.7
CCOc1ccc(N2CC(NC(=O)c3ccc(Cl)cc3)CC2=O)cc1 (stereo unspecified) | 7.5
Cc1cc(C)c(C2=C(OC(=O)N(C)c3ccccc3)c3ccccc3C2=O)c(C)c1 | 2.5
N#CCCn1c(=O)oc2cc(Br)ccc21 | 1.9
Cc1ccc(-c2c(C(=O)N3CCN(c4cccc(C)c4C)CC3)oc(=O)c3ccccc23)cc1 | 5.3
Cc1ccc(/C=N/NC(=O)c2cc3c(ccc4ccccc43)o2)o1 | -6.2
CCOc1cc(C2c3c(n[nH]c3-c3ccccc3Cl)OC(=N)C2C#N)ccc1O (stereo unspecified) | 8.3
COc1ccc(-c2ccnc3c2c(=O)[nH]c(=O)n3CC2CCCO2)cc1 (stereo unspecified) | 4.9
CCN(Cc1ccccc1)Cc1c(O)ccc2c(=O)c(-c3ccccc3Cl)coc12 | 3.9
CC(C)[C@@H]1CC[C@@H](C)c2c(-c3ccccc3)n[nH]c21 | -16.8
SMILES | RBX1-CUL1 inh
Cc1cc(Nc2ccc(Cl)cc2)n2cnnc2n1 | -8.8
COc1ccccc1CNC(=O)Cn1cc2c(n1)-c1c(oc(C(=O)N3CCOCC3)c1C)CC2 | -1.3
COc1ccc(C)cc1NC(=O)C1COc2ccccc2C1 (stereo unspecified) | -7.2
COc1ccc(Cl)cc1NC(=O)CSc1nc2sc3c(c2c(=O)n1-c1ccc(C)cc1)CCCC3 | -3.4
Cc1cccn2c(CNCCc3cccc(F)c3)c(C(=O)N3CCOCC3)nc12 | 12.9
O=C(Cc1ccc(Br)cc1)NCc1ccccn1 | -2.5
COc1cc(CNCCCCO)cc(Br)c1OC | 7.2
Cc1cccc(NC(=O)c2ccc(S(=O)(=O)N3CCOCC3)cc2)c1 | 5.1
CCOc1cc(C(=O)Nc2ccc(-c3cn4cccnc4n3)cc2)cc(OCC)c1OCC | -2.5
Cc1ccc(C)c(Nc2nc3c(S(=O)(=O)c4ccc(Br)cc4)nnn3c3ccsc23)c1 | -0.5
C#CC(C)(C)OCC(O)CN1CCC(C)CC1 (stereo unspecified) | 10.0
CCC12CN(C(=O)Cc3ccccc3)CC(CC)(CN(C(=O)Cc3ccccc3)C1)C2=O | 1.1
COCCC(=O)NC1CC(=O)N(CC2CCCCC2)C1 (stereo unspecified) | -0.1
O=C(c1cc(-c2ccccc2Cl)on1)N1CCCC1 | 5.6
COc1ccc(NC(c2cccnc2)c2ccc3cccnc3c2O)cc1 (stereo unspecified) | -8.6
C=CCn1c(SC)nc2sc3c(c2c1=O)CCC(C(C)(C)C)C3 (stereo unspecified) | -3.9
COc1cc(C(=O)Nc2ccccc2C(=O)NCCOc2ccccc2)cc(OC)c1OC | -4.5
O=C(CSc1nnc(Cc2cccs2)n1-c1ccccc1)NCc1cccs1 | 1.8
O=C(CCN1C(=O)/C(=C\c2ccc(Br)cc2)SC1=S)Nc1nccs1 | -1.9
O=C(CCc1nnc(CCCCc2ccccc2)o1)NCCCN1CCCC1=O | 3.0

7 entries from above, ordered by the value under RBX1-CUL1 inh, low to high.
SMILES | RBX1-CUL1 inh
COc1ccc(NC(c2cccnc2)c2ccc3cccnc3c2O)cc1 (stereo unspecified) | -8.6
C=CCn1c(SC)nc2sc3c(c2c1=O)CCC(C(C)(C)C)C3 (stereo unspecified) | -3.9
CCC12CN(C(=O)Cc3ccccc3)CC(CC)(CN(C(=O)Cc3ccccc3)C1)C2=O | 1.1
O=C(CSc1nnc(Cc2cccs2)n1-c1ccccc1)NCc1cccs1 | 1.8
O=C(CCc1nnc(CCCCc2ccccc2)o1)NCCCN1CCCC1=O | 3.0
O=C(c1cc(-c2ccccc2Cl)on1)N1CCCC1 | 5.6
COc1cc(CNCCCCO)cc(Br)c1OC | 7.2
